# KDM4C inh: inhibitors of human demethylase GASC-1 KDM4C | GST-KDM4C 2-372, H3K9me3 peptide, LANCE TR-FRET | 0.15% of 96,000 active | inhibition, % at 12.5 µM | Q9H3R0;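 active = mean replicate inhibition above about 25%, with at least 55% of replicates also reaching it, limit read from the data, passing the limit was not always enough; inconclusive = only one of those two conditions met; inactive = neither condition met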
# Target sequence (Q9H3R0 2-372 limits assumed): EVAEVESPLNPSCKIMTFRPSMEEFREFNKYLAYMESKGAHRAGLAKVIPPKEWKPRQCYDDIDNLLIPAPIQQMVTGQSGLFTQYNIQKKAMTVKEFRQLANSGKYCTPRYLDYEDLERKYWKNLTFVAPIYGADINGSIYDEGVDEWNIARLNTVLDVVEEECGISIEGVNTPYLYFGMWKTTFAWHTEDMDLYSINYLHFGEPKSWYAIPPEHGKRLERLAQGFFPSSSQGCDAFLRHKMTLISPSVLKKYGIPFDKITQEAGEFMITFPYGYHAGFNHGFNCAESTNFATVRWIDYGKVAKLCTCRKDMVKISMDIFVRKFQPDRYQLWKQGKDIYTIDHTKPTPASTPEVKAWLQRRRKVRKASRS
#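 System – N-terminal GST-fused human GASC-1 (KDM4C) fragment, residues 2-372 · Input – enzyme final amount 10 nM · Technique – LANCE TR-FRET, Eu antibody, ULight-streptavidin, EDTA, ex 340 nm, em 618/671 nm · Medium – HEPES buffer, pH 7.5, plus ascorbate · Incubation – enzyme reaction 30 min, then detection 60 min, both room temperature · Reagent – H3K9me3 peptide with Fe(II)/2OG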
# Tcruzi prolif: T. cruzi proliferation inhibition. T. cruzi beta-gal in NIH3T3, GalScreen luminescence, 90 h. inhibition, % at 8.34 µM. 5.9% of 77,000 active. AID 624255;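 active = mean inhibition above about 93%, with at least 55% of replicates each passing it, limit read from the data, passing the limit was not always enough; inconclusive = only one of those two conditions holds; inactive = neither condition holds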
# Pf Dd2 growth: blocks growth of Plasmodium falciparum Dd2 parasites; P. falciparum Dd2 growth, SYBR Green, 72 h; hits give low values; activity change, % at 10 µM; 2.3% of 94,000 active; in the data active = activity change below about -80%; inconclusive = no clear call, values can overlap the other calls
# C diff growth: inhibitors of Clostridium difficile growth. Clostridium difficile clinical isolate growth, OD600, 24 h; hits give low values. growth activity, negative = inhibition, % at 16 µg/mL (by protocol). 0.25% of 86,000 active;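 active = mean growth activity at or below -80% and every replicate also at or below -80%; inconclusive = mean at or below -80% but some replicate above -80%; inactive = mean growth activity above -80%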;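 also: 0% = DMSO wells and -100% = levofloxacin 16 µg/mL wells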
# * marks the source's active call; other numbers are inactive results; ? = inconclusive; . = no result given; & = joins results of further samples. Not a hit list; 6.7% or so of the library scored in one or more.
1. C[C@@H]1CN([C@H](C)CO)S(=O)(=O)c2ccc(C#CC3CC3)cc2O[C@@H]1CN(C)C(=O)C1CCC1
2. CCCC(=O)Nc1ccc2c(c1)C(=O)N(C)[C@@H]1CC[C@H](CC(=O)NCc3ccccc3Cl)O[C@@H]1CO2
3. COc1cccc(CN2CC3(CN(CC4CC4)C3)c3c([nH]c4cc(OC)ccc34)[C@H]2CO)c1
4. Cc1noc(C)c1NC(=O)Nc1ccc2c(c1)C(=O)N([C@H](C)CO)C[C@H](C)[C@H](CN(C)Cc1ccc(C(=O)O)cc1)OCCCC[C@@H](C)O2
5. O=C(N[C@@H]1CC[C@@H](CCNS(=O)(=O)c2ccccc2)O[C@@H]1CO)c1cccnc1
screen / no.	1	2	3	4	5
KDM4C inh	-1.2	-1.5	-1.1	-1.0	1.6
Tcruzi prolif	57.2	0.8	.	19.9	41.2
Pf Dd2 growth	-31.8	-7.0	?	37.2	5.9
C diff growth	-0.1	3.4	4.2	-4.0	.

6. CCS(=O)(=O)N[C@H]1CC[C@@H](CC(=O)Nc2ccc(-c3ccccc3)cc2)O[C@@H]1CO
7. CO[C@@H]1CN(C)C(=O)c2cc(NC(=O)Nc3ccccc3F)ccc2OC[C@@H](C)N(CC2CC2)C[C@H]1C
8. O=C(C[C@@H]1C=C[C@H](NC(=O)c2ccncc2)[C@H](CO)O1)NCC1CC1
9. C[C@H](CO)N1C[C@H](C)[C@H](CN(C)Cc2cccc(C(F)(F)F)c2)Oc2ncc(Br)cc2C1=O
10. CCCN(C)C[C@H]1Oc2ncc(-c3cccnc3)cc2C(=O)N([C@@H](C)CO)C[C@@H]1C
screen / no.	6	7	8	9	10
KDM4C inh	-1.5	-0.9	-3.8	.	-0.3
Tcruzi prolif	13.9	20.4	-55.3	-13.0	10.3
Pf Dd2 growth	-71.1	-11.9	29.1	6.9	-16.1
C diff growth	.	.	.	5.3	1.5

11. O=C(c1ccc2c(c1)OCO2)N1CCCCN2[C@H](CO)[C@@H](c3ccc(-c4ccccc4)cc3)[C@@H]2C1
12. CCC(=O)N1[C@H](CO)[C@H](c2ccccc2)[C@@H]1CN(CC)C(=O)c1cccc(F)c1
13. C[C@@H]1CN([C@@H](C)CO)C(=O)c2cc(NS(=O)(=O)c3cccs3)ccc2O[C@@H]1CN(C)C(=O)Nc1ccc(C(F)(F)F)cc1
14. CNC[C@@H]1Oc2ccc(NS(C)(=O)=O)cc2CC(=O)N([C@H](C)CO)C[C@H]1C
15. O=C(C[C@H]1C=C[C@@H](NC(=O)c2cnccn2)[C@H](CO)O1)NCc1ccccc1F
screen / no.	11	12	13	14	15
KDM4C inh	-0.4	-0.1	0.6	4.0	8.0
Tcruzi prolif	115.0*	-3.8	15.7	4.7	-40.3
Pf Dd2 growth	-60.9	?	8.5	29.6	3.3
C diff growth	-2.2	0.9	-2.3	2.3	.

16. CNC[C@H]1Oc2c(NC(=O)NC(C)C)cccc2C(=O)N([C@@H](C)CO)C[C@H]1C
17. CN1C(=O)c2cc(NC(=O)c3ccc(Cl)cc3)ccc2OC[C@H]2O[C@@H](CC(=O)O)CC[C@H]21
18. CC(C)CC#Cc1ccc([C@@H]2[C@H](CO)N3C(=O)CN(C(=O)Cc4cccnc4)C[C@@H]23)cc1
19. C[C@H](CO)N1C[C@H](C)[C@@H](CN(C)S(=O)(=O)c2ccccc2)OCCCC[C@H](C)Oc2ccc(NC(=O)Nc3ccc4c(c3)OCO4)cc2C1=O
20. COCC#Cc1ccc2c(c1)O[C@H](CN(C)CC1CCOCC1)[C@H](C)CN([C@H](C)CO)S2(=O)=O
screen / no.	16	17	18	19	20
KDM4C inh	-1.0	-2.1	-0.5	2.1	-1.4
Tcruzi prolif	31.6	-20.7	.	84.4	-20.7
Pf Dd2 growth	7.7	2.9	8.5	-49.2	-50.4
C diff growth	3.2	0.6	-25.1	2.5	3.8

21. C[C@@H]1CN([C@@H](C)CO)C(=O)c2cc(NC(=O)c3ccncc3)ccc2O[C@@H]1CN(C)Cc1ccc(C(=O)O)cc1
22. C/C=C/c1ccccc1[C@H]1[C@@H](C#N)N(C(=O)CN2CCOCC2)[C@@H]1CO
23. C[C@H]1CN([C@@H](C)CO)C(=O)c2cc(NC(=O)Cn3cnnn3)ccc2O[C@H]1CN(C)C(=O)Nc1ccc2c(c1)OCO2
24. CO[C@@H](CN(C)S(=O)(=O)c1ccc(C)cc1)[C@@H](C)CN([C@H](C)CO)S(=O)(=O)c1cccc(Cl)c1
25. CCNC(=O)Nc1ccc2c(c1)C(=O)N(C)[C@@H]1CC[C@@H](CC(=O)NCc3ccccc3F)O[C@H]1CO2
screen / no.	21	22	23	24	25
KDM4C inh	-0.6	0.5	-0.5	1.8	-0.4
Tcruzi prolif	79.1	.	-107.7	75.2	12.5
Pf Dd2 growth	6.2	25.5	18.1	-22.6	-4.0
C diff growth	0.0	40.3	.	.	-4.9

26. CN1CCN(C(=O)C[C@H]2CC[C@H](NC(=O)Cc3ccccn3)[C@@H](CO)O2)CC1
27. C[C@@H]1CCCCO[C@@H](CN(C)C(=O)c2ccncc2)[C@H](C)CN([C@H](C)CO)C(=O)c2cc(NC(=O)C3CCCCC3)ccc2O1
28. COc1ccc(S(=O)(=O)N(C)C[C@H]2OCCCC[C@@H](C)Oc3ccc(NC(=O)c4ccccc4)cc3C(=O)N([C@@H](C)CO)C[C@H]2C)cc1
29. CN(C)C(=O)C[C@@H]1CC[C@@H]2[C@H](COC[C@H](O)CN2C(=O)C2CCOCC2)O1
30. Cc1noc(C)c1NC(=O)N(C)C[C@@H]1Oc2ccc(NC(=O)Nc3ccccc3)cc2C(=O)N([C@H](C)CO)C[C@H]1C
screen / no.	26	27	28	29	30
KDM4C inh	0.4	0.2	-3.6	0.2	-0.7
Tcruzi prolif	36.9	93.3	76.0	12.2	-21.8
Pf Dd2 growth	4.1	-49.0	-63.8	11.3	36.3
C diff growth	.	-4.5	11.4	.	-2.5

31. O=C(C[C@H]1CC[C@H]2[C@@H](COC[C@H](O)CN2Cc2ccc3c(c2)OCO3)O1)Nc1ccc(-c2ccccc2)cc1
32. N#Cc1ccc(-c2ccc([C@@H]3[C@H]4CN(C(=O)Cc5ccccc5)CC(=O)N4[C@H]3CO)cc2)cc1
33. C[C@H]1CN([C@@H](C)CO)C(=O)CCCn2nncc2CO[C@@H]1CN(C)S(=O)(=O)c1ccccc1C#N
34. COc1ccc(S(=O)(=O)Nc2ccc3c(c2)CC(=O)N([C@@H](C)CO)C[C@@H](C)[C@@H](CN(C)S(=O)(=O)c2ccccc2)O3)cc1
35. COc1cccc(-c2ccc3c(c2)[C@@H]2[C@@H](CCN2S(=O)(=O)c2cccc(OC)c2)[C@@H](CO)N3)c1
screen / no.	31	32	33	34	35
KDM4C inh	0.2	0.9	0.1	2.6	-1.1
Tcruzi prolif	104.3*	.	.	57.2	1.3
Pf Dd2 growth	-7.3	-9.1	0.3	-14.8	-6.2
C diff growth	57.7&18.5	2.5	0.0	4.3	-0.5

36. CN1C(=O)c2cc(NS(=O)(=O)c3cccc(F)c3)ccc2OC[C@@H]2O[C@H](CC(=O)NCCN3CCCCC3)CC[C@@H]21
37. CNC[C@@H]1Oc2c(NC(=O)c3ccc(-c4nccs4)cc3)cccc2C(=O)N([C@@H](C)CO)C[C@H]1C
38. C[C@@H](O)C#Cc1ccc([C@@H]2[C@H]3CN(CC4CC4)CCCCN3[C@H]2CO)cc1
39. CCNC(=O)C[C@H]1CC[C@@H]2[C@H](COC[C@H](O)CN2C(=O)c2cc(Cl)cc(Cl)c2)O1
40. Cc1noc(C)c1NC(=O)Nc1ccc2c(c1)CC(=O)N([C@H](C)CO)C[C@H](C)[C@@H](CN(C)C(=O)Nc1c(C)noc1C)O2
screen / no.	36	37	38	39	40
KDM4C inh	2.7	1.4	10.7	2.0	-0.4
Tcruzi prolif	97.2*	-1.8	-11.7	.	41.3
Pf Dd2 growth	-13.1	-7.7	-8.9	-14.9	22.9
C diff growth	.	0.1	0.4	15.1&6.7	-0.3

41. COc1ccc(NC(=O)N2CCCCN3[C@H](CO)[C@H](c4ccc(C#CCC(C)C)cc4)[C@@H]3C2)cc1
42. Cc1ccc(S(=O)(=O)N(C)C[C@H]2Oc3ccc(NC(=O)c4ccncc4)cc3CC(=O)N([C@H](C)CO)C[C@@H]2C)cc1
43. O=C(C[C@H]1CC[C@H]2[C@@H](COC[C@@H](O)CN2S(=O)(=O)c2ccc(F)cc2)O1)N[C@H]1CCN(Cc2ccccc2)C1
44. COc1ccc(S(=O)(=O)N(C)C[C@H]2Oc3ccc(NC(=O)CCCN(C)C)cc3CC(=O)N([C@@H](C)CO)C[C@@H]2C)cc1
45. COc1ccc(NC(=O)Nc2ccc3c(c2)C(=O)N([C@H](C)CO)C[C@@H](C)[C@H](CN(C)Cc2ccc(C(=O)O)cc2)OCCCC[C@@H](C)O3)cc1
screen / no.	41	42	43	44	45
KDM4C inh	-0.9	2.3	3.4	1.1	1.3
Tcruzi prolif	121.1*	-44.0	77.4	.	65.2
Pf Dd2 growth	-90.2*	12.9	-12.2	-2.6	56.3
C diff growth	-11.9	-8.7	10.3	-4.9	1.2

46. C[C@@H]1CN([C@@H](C)CO)C(=O)Cc2cc(NC(=O)C3CCCCC3)ccc2O[C@@H]1CN(C)CC1CC1
47. COCCNC(=O)C[C@H]1C[C@H]2c3cc(NS(C)(=O)=O)ccc3O[C@H]2[C@@H](CO)O1
48. COc1ccc(S(=O)(=O)N(C)C[C@H]2Oc3ncc(C#CC4(O)CCCC4)cc3C(=O)N([C@@H](C)CO)C[C@@H]2C)cc1
49. Cc1cccc(-c2ccc([C@@H]3[C@H]4CN(C(=O)NC(C)C)CCCCN4[C@H]3CO)cc2)c1
50. COc1cccc(CNC(=O)C[C@@H]2C=C[C@H](NC(=O)C3CC3)[C@H](CO)O2)c1
screen / no.	46	47	48	49	50
KDM4C inh	0.2	-2.1	.	-0.7	0.0
Tcruzi prolif	97.2*	47.8	-33.9	91.3	.
Pf Dd2 growth	-7.7	15.5	-48.0	17.4	19.8
C diff growth	-4.0	0.4	-0.2	-11.2	1.9

# 9 structures out of the list, ordered by SMILES length, largest number first.
40. Cc1noc(C)c1NC(=O)Nc1ccc2c(c1)CC(=O)N([C@H](C)CO)C[C@H](C)[C@@H](CN(C)C(=O)Nc1c(C)noc1C)O2
43. O=C(C[C@H]1CC[C@H]2[C@@H](COC[C@@H](O)CN2S(=O)(=O)c2ccc(F)cc2)O1)N[C@H]1CCN(Cc2ccccc2)C1
44. COc1ccc(S(=O)(=O)N(C)C[C@H]2Oc3ccc(NC(=O)CCCN(C)C)cc3CC(=O)N([C@@H](C)CO)C[C@@H]2C)cc1
48. COc1ccc(S(=O)(=O)N(C)C[C@H]2Oc3ncc(C#CC4(O)CCCC4)cc3C(=O)N([C@@H](C)CO)C[C@@H]2C)cc1
46. C[C@@H]1CN([C@@H](C)CO)C(=O)Cc2cc(NC(=O)C3CCCCC3)ccc2O[C@@H]1CN(C)CC1CC1
41. COc1ccc(NC(=O)N2CCCCN3[C@H](CO)[C@H](c4ccc(C#CCC(C)C)cc4)[C@@H]3C2)cc1
39. CCNC(=O)C[C@H]1CC[C@@H]2[C@H](COC[C@H](O)CN2C(=O)c2cc(Cl)cc(Cl)c2)O1
screen / no.	40	43	44	48	46	41	39
KDM4C inh	-0.4	3.4	1.1	.	0.2	-0.9	2.0
Tcruzi prolif	41.3	77.4	.	-33.9	97.2*	121.1*	.
Pf Dd2 growth	22.9	-12.2	-2.6	-48.0	-7.7	-90.2*	-14.9
C diff growth	-0.3	10.3	-4.9	-0.2	-4.0	-11.9	15.1&6.7

49. Cc1cccc(-c2ccc([C@@H]3[C@H]4CN(C(=O)NC(C)C)CCCCN4[C@H]3CO)cc2)c1
50. COc1cccc(CNC(=O)C[C@@H]2C=C[C@H](NC(=O)C3CC3)[C@H](CO)O2)c1
screen / no.	49	50
KDM4C inh	-0.7	0.0
Tcruzi prolif	91.3	.
Pf Dd2 growth	17.4	19.8
C diff growth	-11.2	1.9

# Continuation.
51. Cc1ccc(S(=O)(=O)N(C)C[C@@H]2Oc3c(NC(=O)Nc4ccccc4)cccc3C(=O)N([C@H](C)CO)C[C@H]2C)cc1
52. C[C@H]1CN([C@@H](C)CO)C(=O)c2cc(C#Cc3ccccc3F)cnc2O[C@@H]1CN(C)C(=O)C1CCC1
53. Cc1ccc(S(=O)(=O)Nc2cccc3c2O[C@@H](CN(C)Cc2ccc(C(F)(F)F)cc2)[C@H](C)CN([C@H](C)CO)C3=O)cc1
54. CN1[C@@H]2Cn3c(ccc(-c4ccccc4)c3=O)[C@H]1[C@@H](C(=O)NCC1CC1)[C@@H]2CO
screen / no.	51	52	53	54
KDM4C inh	2.7	-0.3	-1.0	-0.3
Tcruzi prolif	37.0	97.2*	66.6	42.1
Pf Dd2 growth	-13.7	-52.6	-34.4	0.8
C diff growth	-8.4	5.4	7.9	1.5
